# Eya2 phos inh: blocks the phosphatase activity of human Eya2; O00167; recombinant Eya2, OMFP fluorescence dephosphorylation (OMFP is methylfluorescein phosphate); Potency, µM (series often up to 76.9 µM), for the others: at the top dose activity, negative = inhibition, actives largely listed as inhibitors; 0.006% of 330,000 active; AID 488837; note: potency is the fitted concentration of half-maximal effect
#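 Eya2 protein (added as 0.2 uM solution) was preincubated with compound for 10 min at ambient temperature in 50 mM HEPES pH 7.5, 50 mM NaCl, 5 uM MgCl2, 0.05% BSA, 1 mM DTT. OMFP (added at 50 uM) then reacted 10 min; fluorescence read at 485/525 nm.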
# BCR signal inh: inhibitors of chronic active B-cell receptor signaling. ABC-DLBCL IkBa-CBG/CBR reporter, luminescence ratio, 4 h. Potency, µM (doses to about 46.1 µM), for the others: top-dose ratio change, negative = lower green/red ratio, hits mostly inhibitors. 0.05% of 340,000 active. AID 493014; active = well fitted inhibition curve with a large enough effect in the signal ratio, with a control signal flat, not every such curve was filed as active; inconclusive = small, poorly fitted or top-dose-only effect, or effect the other way, or a change in a side signal; the % refers to the signal ratio;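 note: potency is the fitted concentration of half-maximal effect; plate controls were basal doxycycline-induced cells for no effect and cells given 10 µM MG132 for full effect; MG132 reads +100%, hits lower the ratio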
#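 Cell line TMD8 (human ABC DLBCL), stably expressing tet-inducible CBG68-IkBa fusion and CBR; IMDM/0.5% FBS; cpd up to 46 uM; dox induction, 4 h, 37C/5% CO2; dual luminescence; green/red ratio; MG132 control.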
# GALK inh: blocks human galactokinase activity. 0.007% of 270,000 active. Purified GALK, Kinase-Glo residual ATP luminescence. Potency, µM (series often up to 57.5 µM), inactives show top-dose activity change, negative = inhibition, actives largely listed as inhibitors. AID 1868; note: potency is the fitted concentration of half-maximal effect
#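 Quantitative HTS: GALK 5 nM, ATP 35 uM, galactose 100 uM, 1 h room temperature, then luciferase-based ATP detection.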
# PKM2 act: activators of human pyruvate kinase M2. purified PKM2, Kinase-Glo ATP luminescence, activation; response scale: 0% is enzyme alone, no compound. P14618. Potency, µM (series often up to 57.5 µM), for inactives: top-dose activation, usual class: activators. 0.34% of 260,000 active; note: potency is the fitted concentration of half-maximal effect; nearly all actives have a fitted effect of over 55% in size
#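 Kinase-Glo luminescence reports ATP generated from ADP (0.1 mM) and PEP (0.5 mM) by purified hPK-M2 after 1 h at room temperature, pH 7.2 imidazole buffer; intermediate enzyme activity allows detecting inhibitors and activators.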
# hERG WT inh: KCNH2 (human, wildtype) channel inhibition; 0.37% of 340,000 active; U2OS, BacMam KCNH2, thallium flux FluxOr; stronger effect = lower value; activity change, % at 1.84 µM;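 active = maximum activity change below -70%; inconclusive = maximum activity change between -70% and -50%; inactive = maximum activity change above -50%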
#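 U2OS cells transduced with wild-type KCNH2 virus are loaded with FluxOr dye for 45 min, and thallium flux is measured in kinetic reads before and after stimulation buffer. Rate constants are normalized to DMSO controls.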
# B2AR arrestin: recruits beta-arrestin to the human beta2-adrenergic receptor; P07550; beta-arrestin recruitment to beta2AR, cell-based reporter; Potency, µM (top dose mostly 46.1 µM), for the others: at the top dose activation, usual class: activators; 0.02% of 330,000 active; AID 492947;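 note: potency is the fitted concentration of half-maximal effect; 0% = DMSO controls and full agonism = EC100 isoproterenol or metaproterenol; nearly all actives have a fitted effect of over 65% in size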
# Target sequence (P07550 whole entry, looked up): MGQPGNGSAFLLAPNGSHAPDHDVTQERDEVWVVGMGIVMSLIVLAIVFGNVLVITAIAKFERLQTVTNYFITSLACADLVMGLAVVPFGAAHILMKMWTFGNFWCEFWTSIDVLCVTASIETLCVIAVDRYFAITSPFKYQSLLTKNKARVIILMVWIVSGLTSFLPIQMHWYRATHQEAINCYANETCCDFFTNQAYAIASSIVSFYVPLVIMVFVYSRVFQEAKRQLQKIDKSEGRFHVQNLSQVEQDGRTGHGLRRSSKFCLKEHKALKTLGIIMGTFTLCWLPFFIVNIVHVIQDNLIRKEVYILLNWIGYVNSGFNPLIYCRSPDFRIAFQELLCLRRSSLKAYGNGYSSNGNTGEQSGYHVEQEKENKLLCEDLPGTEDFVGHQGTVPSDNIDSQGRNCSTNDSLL
# Giardia killer: kills Giardia lamblia | Giardia lamblia trophozoite viability | 0.15% of 340,000 active | activity change, % at 7.66 µM, hits read low; in the data active = activity change below about -80%; inconclusive = between about -30% and that limit;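 note: parasites exposed to compound for two days anaerobically before the ATP read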
#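 Giardia trophozoites, 100 cells per well, were exposed to compounds for 48 hrs at 37 deg C under anaerobic conditions; viability was then read as ATP content by bioluminescence after 15-30 min at room temperature.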
# KCNH2 3.1 inh: KCNH2 3.1 (human) potassium channel inhibition; activity change, % (tested at about 1.8 µM); 0.95% of 340,000 active; U2OS KCNH2 3.1, thallium flux FluxOr; stronger effect = lower value; AID 720553;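 active = maximum activity change below -70%; inconclusive = maximum activity change from -70% to -50%; inactive = maximum activity change above -50%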;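 note: thallium influx rate constant from kinetic fluorescence after stimulation buffer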
#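 Virally transduced U2OS (3.1 isoform, 4 h infection in dark at RT) → overnight 37 C → FluxOr + Red40 in HBSS/HEPES, 45 min → stimulation buffer, 2 min kinetic read → rate constant vs DMSO controls.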
# FBPA coupling cs: counter-screen for Giardia aldolase inhibitors: coupling enzyme system | coupling enzyme system counterscreen, AmpLite Red fluorescence | activity change, negative = inhibition, % at 58.2 µM, hits read low | 0.67% of 290,000 active | AID 2472; in the data active = activity change below about -30%
#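 Fluorescence at 525 nm excitation and 598 nm emission measured inhibition of the coupled detection system without aldolase. Compounds (at 57.5 uM final) were preincubated 10 min at room temperature with coupling enzyme reagent before a 20 min substrate/AmpLite Red step.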
# uPA surface inh: blocks generation of uPA at the cell surface. 0.31% of 330,000 active. AID 540303. Potency, µM (highest dose often 38.3 µM), for inactives: at the top dose activity change, negative = inhibition, hits mostly inhibitors. cell surface uPA generation assay, qHTS; active = well fitted inhibition curve with a large enough effect; inconclusive = small, poorly fitted or top-dose-only effect; inactive = no such curve, though single readings can be large or run the other way; tested in mouse RAW 264.7 cells; note: potency is the fitted concentration of half-maximal effect; nearly all actives have a fitted effect of over 55% in size
# USP2a block: blocks human ubiquitin-specific protease USP2a; O75604; USP2 core, Ub-CHOP2 coupled fluorogenic reporter, 485/531; Potency, µM (series often up to 38.3 µM), for inactives: at the top dose activity change, negative = inhibition, hits mostly inhibitors; 0.01% of 330,000 active;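 note: potency is the fitted concentration of half-maximal effect; plate controls were DMSO wells for no effect and full inhibition by NEM control for full effect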
# Target sequence (O75604 whole entry, looked up): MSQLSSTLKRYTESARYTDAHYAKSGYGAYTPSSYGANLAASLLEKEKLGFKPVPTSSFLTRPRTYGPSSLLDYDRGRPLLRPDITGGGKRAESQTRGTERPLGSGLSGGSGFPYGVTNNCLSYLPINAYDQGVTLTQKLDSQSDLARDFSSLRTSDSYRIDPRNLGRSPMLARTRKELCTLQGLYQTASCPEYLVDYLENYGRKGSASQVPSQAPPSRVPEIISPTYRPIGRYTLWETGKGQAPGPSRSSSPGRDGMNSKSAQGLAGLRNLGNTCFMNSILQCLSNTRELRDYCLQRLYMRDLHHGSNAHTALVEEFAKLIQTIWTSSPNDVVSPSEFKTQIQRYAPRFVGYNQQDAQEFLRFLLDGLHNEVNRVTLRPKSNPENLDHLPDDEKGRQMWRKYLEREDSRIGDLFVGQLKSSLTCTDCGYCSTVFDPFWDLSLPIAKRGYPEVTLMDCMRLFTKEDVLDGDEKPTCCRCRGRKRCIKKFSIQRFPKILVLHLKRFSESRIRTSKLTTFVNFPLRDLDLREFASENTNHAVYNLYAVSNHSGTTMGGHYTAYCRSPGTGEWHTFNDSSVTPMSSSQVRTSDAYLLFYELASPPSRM
#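 Cell-free coupled assay: 10nM USP2 core preincubated 30min RT with compound in Tris-HCl pH 8.0/CaCl2/CHAPS buffer, then 25nM Ub-CHOP2 and 25nM reporter substrate; fluorescence (Ex 485/Em 531) read after 60min RT, normalized to NEM inhibition, concentration-response curves fitted.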
# Starred values were filed as active, the others as inactive; ? = inconclusive; / = no result given; [ ] = remark or other dose. Unless noted, calls come from the whole dose curve; as a rule, active = well fitted curve in the direction sought with a large enough effect; inconclusive = small, poorly fitted or top-dose-only effect, or another doubt; inactive = no such curve, though single readings can be large; an effect the other way counts as inactive or inconclusive. Unless noted, % is set by controls: 0 for no effect and ±100 for the full control effect.
# Order of results: Eya2 phos inh, BCR signal inh, GALK inh, PKM2 act, hERG WT inh, B2AR arrestin, Giardia killer, KCNH2 3.1 inh, FBPA coupling cs, uPA surface inh, USP2a block
> CCN1CCN(C(=S)Nc2ccc3nc(N4CCN(C)CC4)cc(C)c3c2)CC1
  -3%, -8%, 1%, -5%, 32, -2.0%, 12, -21, -3, 13%, -1%
> CCOC(=O)c1sc(NC(=O)CSc2nc3c(c(=O)n2-c2ccc(F)cc2)SCC3)c(C(=O)OCC)c1C
  1%, 4%, /, -1%, /, -0.9%, /, /, 1, /, 0%
> O=C(NNC(=O)C12CC3CC(CC(C3)C1)C2)c1ccccn1
  4%, ?, 4%, -5%, -27, -0.8%, -8, -8, 2, 3%, 0%
> COc1ccccc1CNC(=O)C1CCC(CNc2c(N3CCC(C)CC3)c(=O)c2=O)CC1 (stereo not given)
  -1%, -14%, /, 1%, -3, -0.7%, -4, -4, 4, 17%, 5%
> CCOC(CNC(=O)c1ccc(N2CCc3ccccc32)c([N+](=O)[O-])c1)OCC
  0%, -5%, 1%, 1%, 5, 2.5%, 18, -18, -7, -6%, 3%
> CCSCCOC(=O)C1=C(C)N(C)C(=O)NC1c1ccc2c(c1)OCO2 (stereo not given)
  -2%, -1%, /, 30%, -8, -0.6%, -9, -6, 1, 4%, 0%
> Cc1cc(S(=O)(=O)N2CCCCCC2)c(Cl)cc1Cl
  -19%, 13%, 0%, -1%, -7, 0.1%, -7, 1, 2, 1%, 1%
> CCC(C)NCCOc1ccc(C)cc1[N+](=O)[O-] (stereo not given)
  1%, ?, 1%, -26%, -3, -0.8%, 27, 3, -1, -1%, -6%
> CN1CCN(S(=O)(=O)c2ccc(NC(=O)c3cccc(S(=O)(=O)N4CCCC4)c3)cc2)CC1
  -18%, 0%, 1%, 2%, 1, 0.1%, -13, 3, 1, -2%, -2%
> COC(CNC(=O)c1cccc2c1C(=O)N(Cc1cccnc1)C2)OC
  -36%, 0%, 1%, -3%, -5, 0.3%, 7, 1, 5, -1%, -3%
> COc1ccc(N(CC(=O)N2CCCCCC2)S(=O)(=O)c2c(C)[nH]c(=O)[nH]c2=O)cc1
  2%, ?, 2%, 3%, 30, -0.1%, -5, -1, -1, 4%, 1%
> O=C1CC(Cc2ccccc2)C(=O)N1c1ncccn1 (stereo not given)
  -4%, 7%, -1%, 8%, -6, 0.5%, 21, 10, 0, 1%, 0%
> O=C(O)c1cc(-c2cccnc2)nc2ccccc12
  9%, -2%, 4%, 1%, -2, 0.2%, -2, -4, -1, 2%, 0%
> CC(C)(C)C(=O)Cn1ncc(Cl)c(Cl)c1=O
  -21%, ?, -1%, 5%, /, -0.4%, 18, 8, 0, ?, 1%
> CC1CCc2sc3ncn4nc(C(=O)NCc5ccco5)nc4c3c2C1 (stereo not given)
  4%, ?, -1%, 7%, 6, -0.2%, -4, -77*, 2, 0%, 2%
> O=C(COc1ccccc1Cl)NCc1nc(-c2ccccc2)no1
  1%, 2%, -6%, 0%, 11, -0.7%, 5, 8, 0, 1%, 0%
> Cc1ccccc1NC(=O)CCCNC(=O)c1ccc(Cl)cc1
  8%, 4%, 0%, -6%, -9, 0.1%, 6, 2, -1, 0%, -2%
> COC(=O)CSc1n[nH]c(-c2cccnc2)n1
  -9%, 0%, 1%, -11%, -3, 0.1%, -6, -5, 1, 3%, -1%
> CS(=O)(=O)N1CCN(c2cccc(Cl)n2)CC1
  2%, 7%, 0%, 3%, 1, 0.1%, 16, 14, 2, 1%, 0%
> CCOc1ccc(CCNC(=O)COn2nnc3ccc(S(=O)(=O)N4CCOCC4)cc32)cc1OCC
  -23%, 1%, /, /, -5, -0.2%, -6, -5, /, -4%, 3%
> Cc1cccc(NC(=O)C[n+]2ccc(N(C)C)cc2)c1
  -3%, 6%, -4%, 0%[11.5 µM], 3, -0.1%, -17, -9, 0, -1%, 1%
> Cc1ccc2[nH]c3nc(NN)nnc3c2c1
  -8%, ?, 0%, 2%, 9, -0.6%, -18, -5, 0, 7%, 3%
> O=C(CN1C(=O)CCSc2ccc(S(=O)(=O)N3CCCC3)cc21)Nc1ccccc1
  17%, 4%, -4%, /, -18, -0.3%, 7, -1, 2, 8%, 2%
> O=C(COC(=O)c1ccc(O)cc1)Nc1ccccc1
  -11%, -2%, 3%, /, 6, -0.4%, 12, 14, 4, 2%, 0%
> CCCN(CCC)CCCNC(=O)c1ccc(CS(=O)(=O)c2c(Cl)cccc2Cl)o1
  8%, 3%, -2%, /, 50, -0.3%, -21, -25, 0, 1%, 4%
> CC(Sc1nnc(-c2cccnc2)n1N)C(=O)N1CCOCC1 (stereo not given)
  4%, 1%, /, /, -1, -0.7%, -22, 13, /, 3%, -1%
> O=C(N/N=C\C=C\c1ccco1)c1cc(-c2ccc3ccccc3c2)n[nH]1
  -1%, ?, 1%, 27%, /, 3.3%, -1, -24, -1, -16%, -6%
> Cc1ccc(C(=O)O/N=C/c2c(C)nn(C)c2Cl)cc1
  3%, ?, -4%, -1%, -17, -0.4%, -12, -3, -1, -2%, 2%
> COc1ccc(/C=C2/SC(=O)NC2=O)cc1
  6%, ?, 4%, -4%, 2, -0.4%, -11, -9, 9, ?, 1%
> O=C(CCN1C(=O)C2C3C=CC(C3)C2C1=O)NC1CCCc2ccccc21 (stereo not given)
  -17%, -8%, 0%, -1%, -6, 0.0%, -5, -13, 1, 0%, 0%
> CC(=O)Nc1ccc2c(c1)CCC2=O
  -7%, ?, 4%, -6%, 3, -0.1%, -9, 5, 0, 0%, 1%
> O=S1(=O)CCOC[C@H](c2ccccc2)N1Cc1ccccc1
  -2%, -27%, /, 2%, -7, -0.8%, -1, 4, 1, 6%, -2%
> O=C1O/C(=C/c2ccccc2)c2ccccc21
  -10%, ?, 0%, 7%, -13, 4.5%, -15, 0, -1, -1%, 0%
> COc1ccc(C(=O)OC(C)CN2CCOCC2)cc1 (stereo not given)
  -7%, ?, 5%, /, -1, 0.4%, 32[activator], 2, 1, 1%, 1%
> CCOc1ccc2nc(NCCNC(=O)Nc3cccc(C)c3)c(C#N)cc2c1
  -4%, -2%, 5%, -3%, -4, -0.1%, 7, -11, 3, 1%, 1%
> Cc1c(CCO)c(=O)[nH]n1S(=O)(=O)c1cccc(C(F)(F)F)c1
  -12%, 1%, 0%, -1%, -9, -0.8%, -11, 0, 1, 5%, 1%
> COc1ccc(NC(=O)CS(=O)c2cccc(C(F)(F)F)c2)cc1 (stereo not given)
  8%, -2%, -3%, 0%, -7, -0.8%, 10, 4, 2, 0%, -1%
> CCCCOc1cccc(OCCCC)c1C(=O)Nc1cc(C)on1
  -1%, 2%, 0%, 1%, -18, -0.4%, 2, -4, 2, /, -13%
> Nc1nnc(CCS(=O)(=O)c2cc(Cl)ccc2Cl)s1
  -14%, 3%, 3%, 14%, -2, 0.2%, 8, 3, 3, 5%, 3%
> CC1(C)CC(NC(=O)CCC2CCCC2)CC(C)(C)N1
  -8%, 0%, -2%, -4%, 1, -0.3%, -1, -12, 0, -3%, 4%
> CCCCCCC1NC(C(=O)O)CS1 (stereo not given)
  17%, -5%, 0%, 0%, 1, -0.1%, -18, 1, 0, -2%, 1%
> Cc1ccc(-c2nnc(N3CCOCC3)c3ccccc23)cc1S(=O)(=O)NCc1cccnc1
  6%, -4%, -2%, 2%, -1, -0.5%, 21, -2, 1, 4%, 0%

# Bioassay records deposited in PubChem BioAssay by National Center for Advancing Translational Sciences (NCATS).
